SIRT5 block – inhibitors of human sirtuin-5 desuccinylase; Q9NXA8; Purified SirT5, succinyl-peptide AMC, trypsin-coupled fluorescence; inhibition, % at 15 µM; 330,000 compounds, 1.1% hits; in the data active means inhibition above about 15%; inconclusive means no clear call, values can overlap the other calls
ERAP1 HTS inh – inhibitors of human ERAP1 aminopeptidase; recombinant ERAP1, Leu-AMC fluorescence, 60 min; inhibition, % at 10.7 µM; 340,000 compounds, 0.15% hits; AID 652197; Q9NZ08;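 active means mean replicate inhibition of at least 30%, or all replicates individually reaching that 30% level; inactive means mean below 30% and not every replicate reaching it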;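 further: 0% = neutral control wells and 100% = L-leucinethiol positive control wells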
Target sequence (Q9NZ08 whole entry, looked up): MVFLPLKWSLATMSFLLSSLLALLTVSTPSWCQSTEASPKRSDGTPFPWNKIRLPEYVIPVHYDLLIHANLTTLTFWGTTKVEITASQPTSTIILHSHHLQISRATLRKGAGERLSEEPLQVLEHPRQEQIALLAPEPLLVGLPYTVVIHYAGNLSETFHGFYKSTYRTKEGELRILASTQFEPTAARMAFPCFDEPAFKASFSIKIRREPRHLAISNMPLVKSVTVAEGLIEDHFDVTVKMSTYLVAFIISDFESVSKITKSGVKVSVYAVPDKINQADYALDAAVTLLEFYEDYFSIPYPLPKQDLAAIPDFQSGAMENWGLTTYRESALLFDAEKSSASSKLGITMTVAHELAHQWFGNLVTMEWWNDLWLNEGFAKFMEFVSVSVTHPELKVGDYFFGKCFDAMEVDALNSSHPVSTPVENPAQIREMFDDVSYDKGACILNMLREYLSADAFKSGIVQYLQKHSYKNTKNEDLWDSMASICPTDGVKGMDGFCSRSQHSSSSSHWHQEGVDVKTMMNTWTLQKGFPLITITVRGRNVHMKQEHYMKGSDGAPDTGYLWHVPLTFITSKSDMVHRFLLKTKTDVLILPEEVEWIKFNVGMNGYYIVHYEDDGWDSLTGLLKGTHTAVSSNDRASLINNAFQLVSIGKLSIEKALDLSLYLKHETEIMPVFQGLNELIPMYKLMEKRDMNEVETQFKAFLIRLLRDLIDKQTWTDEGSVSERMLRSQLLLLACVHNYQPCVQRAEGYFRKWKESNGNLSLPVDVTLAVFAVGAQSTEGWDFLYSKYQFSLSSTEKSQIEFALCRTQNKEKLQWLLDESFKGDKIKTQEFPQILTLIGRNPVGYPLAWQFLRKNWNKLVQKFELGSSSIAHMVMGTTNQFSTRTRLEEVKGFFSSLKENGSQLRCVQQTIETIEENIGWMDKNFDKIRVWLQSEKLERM
C2C12 statin – suppression of simvastatin myotoxicity. 330,000 compounds, 0.78% hits. AID 602340. rescue of ATP level, % at 7.49 µM. C2C12 myotubes + simvastatin, ATP luminescence, 48 h; scaled: DMSO 0, geranylgeraniol control 100;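 active means mean ATP rescue above about 67%, or every replicate alone reaching that limit, limit read from the data, passing the limit was not always enough; inconclusive means no clear call, values can overlap the other calls; inactive means mean under the limit and some replicate under it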;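 further: myotubes were challenged with 10 µM simvastatin during compound exposure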
XiGFP reactiv – reactivates the inactive X chromosome in mouse fibroblasts; activation, % at 7.58 µM; 360,000 compounds, 0.055% hits; XiGFP mouse fibroblasts, % GFP-positive cells imaging, 3 d; cells co-treated with 5-aza-dC sensitizer; scaled so ellipticine positive control = 100%;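 active means mean normalized replicate activation at least 10% and every replicate at or above 10%; inconclusive means only one of the two criteria met; inactive means mean below 10% and not all replicates reach 10%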;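 further: 0% = median of on-plate neutral control wells and 100% = ellipticine 6 µM median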
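System: XiGFP fibroblasts, SV40-immortalized. Medium: DMEM plus 5-aza-dC sensitizer. Doses: single point. Timing: 3 d treatment, 15 min room-temperature fixation. Control set: ellipticine 6 µM.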
LGR2 inh – inhibitors of bursicon-induced Drosophila LGR2 receptor cAMP signaling | HEK293 LGR2, CRE-luciferase, bursicon-stimulated, 4 h | inhibition, % at 9.99 µM | 380,000 compounds, 0.35% hits;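 active means drop in luminescence signal, shown as inhibition above about 50% in the replicate tests, limit read from the data, passing the limit was not always enough; inconclusive means probably only some replicates passing the limit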;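 further: agonist challenge used bursicon conditioned medium at about half maximal strength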
Cneo AK release – Cryptococcus neoformans lysis via adenylate kinase release | 360,000 compounds, 0.2% hits | C. neoformans lysis, adenylate kinase release luminescence, 4 h; normalised: neutral wells 0, clomiphene wells 100 | lysis activity, % at 15 µM | AID 651654;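 active means mean lysis activity across replicates of at least 80%, whatever share of replicates individually reach that level; inactive means mean lysis activity below 80%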
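Test system: log-phase Cryptococcus neoformans yeast cells; Quantity: yeast cell density of 5 × 10^6 cells/mL; Buffer or medium: YPD; Doses: single compound concentration per well; Timing: 4 h at 37 °C static, read 1 h later; Measured by: AK luminescence; Read-out basis: lysis from increased AK signal; Control set: Clomiphene as positive control.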
PGC1a acetyl inh – lowers PGC1a acetylation signal in U2OS cells; AlphaScreen anti-acetyl-lysine; with virally co-expressed GCN5 acetyltransferase; inhibition, % at 15.6 µM; 350,000 compounds, 0.17% hits; AID 651687;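 active means every replicate shows inhibition of at least 40%; inconclusive means mean inhibition at least 40% but some replicate below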;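 further: 0% = neutral control wells and 100% = positive control wells; some results beyond the cut were filed as inactive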
S100A4 inh HTS – S100A4-myosin IIA interaction inhibition | P26447 | S100A4/TAMRA-MyoIIA peptide fluorescence polarization | inhibition, % at 10.7 µM | 360,000 compounds, 0.14% hits | AID 652163;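 active means mean inhibition of at least 70% across replicates, with every replicate also reaching that level; inconclusive means mean inhibition reaches 70% but some replicates fall short; inactive means mean inhibition below 70%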
Target sequence (P26447 whole entry, looked up): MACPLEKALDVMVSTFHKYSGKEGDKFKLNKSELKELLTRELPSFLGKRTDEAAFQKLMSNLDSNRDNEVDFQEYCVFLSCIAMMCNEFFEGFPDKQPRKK
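Assay system: human S100A4 monomer with TAMRA-labelled myosin IIA peptide / Buffer or medium: Calcium-containing HEPES buffer, pH 7.2 / Reagent: TAMRA-labelled myosin IIA heavy-chain peptide probe, 5 nM / Compound: one dose per compound / Timing: polarization read 5 min after assay mix addition, stable 5–60 min / Benchmarks: neutral control DMSO, positive control TFP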
* marks the source's active call; other numbers are inactive results; ? = inconclusive; nt = not tested or not shown.

no.	Molecule	SIRT5 block	ERAP1 HTS inh	C2C12 statin	XiGFP reactiv
1	CC1(C(=O)Nc2ccc3c(c2)OCCO3)CCC(=O)N1CC(F)(F)F (configuration not stated)	-2	2	-1	-0.2
2	CCN1CCN(CCCNC(=O)CNC(=O)c2nn(-c3ccc(OC)cc3)c(=O)c3ccccc23)CC1	-3	-3	8	0.0
3	C[C@@H]1CN([C@H](C)CO)C(=O)Cc2cc(NC(=O)C3CC3)ccc2O[C@H]1CN(C)CC1CC1	nt	1	-16	0.2
4	COc1cc(Br)ccc1NC(=O)c1ccccc1-c1ccccc1C(=O)O	-3	0	6	-0.1
5	NC(=O)c1ccc(NC(=O)COc2ccc([N+](=O)[O-])cc2Cl)cc1	1	-1	nt	0.0
6	Cc1noc(C)c1S(=O)(=O)Nc1ccc2c(c1)C(=O)N([C@@H](C)CO)C[C@H](C)[C@H](CN(C)CC1CC1)O2	7	3	-6	-1.1
7	COc1cccc(/C=C/C(=O)OCC(=O)NC2CC2)c1	-6	-1	-1	0.4
8	C[C@H](NC(=O)C[C@@H]1C=C[C@H](NC(=O)C2CC2)[C@@H](CO)O1)c1ccccc1	-2	1	5	0.0

no.	LGR2 inh	Cneo AK release	PGC1a acetyl inh	S100A4 inh HTS
1	-15	7	4	-2
2	3	2	2	-1
3	-3	4	nt	-16
4	nt	1	nt	-3
5	-70	nt	-19	-1
6	-8	8	6	2
7	-8	2	nt	-7
8	-1	-4	-6	-17

Next records.
no.	Molecule	SIRT5 block	ERAP1 HTS inh	C2C12 statin	XiGFP reactiv
9	COc1cccc(-c2ccc3c(c2)[C@@H]2[C@@H](CCN2C(=O)c2cnccn2)[C@@H](CO)N3)c1	3	0	-16	0.2
10	C[C@@H]1CCCCO[C@H](CN(C)C(=O)Nc2cccc3ccccc23)[C@@H](C)CN([C@H](C)CO)C(=O)c2cc(NC(=O)Nc3ccc4c(c3)OCO4)ccc2O1	0	2	-48	0.3
11	CSc1ccc(S(=O)(=O)NCC(=O)OCC(=O)N(C)Cc2ccccc2)cc1[N+](=O)[O-]	0	1	27	-0.1
12	O=C(NCc1ccccc1)C(=O)Nc1nccs1	-2	2	11	0.1
13	Cc1ccc(NC(=O)c2cc(=O)c3ccccc3o2)cc1S(=O)(=O)N1CCCCC1	-1	0	nt	0.3
14	COCC#Cc1cnc2c(c1)C(=O)N([C@H](C)CO)C[C@@H](C)[C@H](CN(C)Cc1ccccc1)O2	-3	0	20	-0.7
15	COc1ccccc1N1CCN(S(C)(=O)=O)CC1	-2	-2	6	nt
16	CC(=O)N1CCN(C(=O)c2cccc(S(=O)(=O)N3CCOCC3)c2)CC1	0	-1	1	0.0

no.	LGR2 inh	Cneo AK release	PGC1a acetyl inh	S100A4 inh HTS
9	-15	0	18	5
10	6	0	14	12
11	2	-1	-3	4
12	-10	4	nt	-2
13	28	nt	-6	-1
14	3	-1	-6	-4
15	-2	1	-9	3
16	3	-2	nt	-5

More structures.
no.	Molecule	SIRT5 block	ERAP1 HTS inh	C2C12 statin	XiGFP reactiv
17	CCc1ccn2cc(-c3ccc4c(c3)OCO4)nc2c1	-24	0	nt	-0.1
18	Cc1ccc(NC(=O)CN(C)C(=O)CSc2nnnn2C)cc1	0	16	1	0.1
19	CC(=O)c1ccc(S(=O)(=O)N2CCN(C(=O)c3ccccc3Cc3ccccc3)CC2)cc1	0	0	1	0.1
20	CC(C)(C)C(=O)Nc1sc2c(c1C(=O)Nc1ccccn1)CCCC2	18*	-2	3	0.0
21	CO[C@H]1CN(C)C(=O)c2ccc(NS(=O)(=O)c3ccccc3)cc2OC[C@@H](C)N(C)C[C@@H]1C	nt	nt	3	0.3
22	COc1ccc(NC(=O)/C(C#N)=C/c2cccnc2)c(OC)c1	3	-1	-5	0.2
23	Cc1cccc(S(=O)(=O)NC(=O)C2(C)CCN2C(=O)C2(c3ccc(Cl)cc3)CCC2)c1 (configuration not stated)	nt	2	20	0.1
24	CC(C)c1ccc(NC(=O)Nc2nnc([C@@H]3C[C@H](O)[C@@H](CO)O3)s2)cc1	-4	7	-4	0.0

no.	LGR2 inh	Cneo AK release	PGC1a acetyl inh	S100A4 inh HTS
17	97*	-9	14	-3
18	0	nt	5	2
19	17	-1	1	0
20	9	2	0	7
21	9	nt	2	nt
22	-12	12	nt	7
23	9	-1	10	1
24	21	-5	nt	-4

(list continues)
no.	Molecule	SIRT5 block	ERAP1 HTS inh	C2C12 statin	XiGFP reactiv
25	Cc1ccc(S(=O)(=O)N(C)C[C@H]2Oc3c(NS(=O)(=O)c4cccs4)cccc3C(=O)N([C@@H](C)CO)C[C@@H]2C)cc1	1	3	-21	-0.7
26	N#CC1=C2SCN(c3ccccc3)CN2C(=O)CC1c1c(Cl)cccc1Cl (configuration not stated)	-2	8	5	0.2
27	Cc1ccc(S(=O)(=O)N(C)C[C@@H]2Oc3ccc(NS(=O)(=O)c4ccc(F)cc4)cc3C(=O)N([C@H](C)CO)C[C@H]2C)cc1	nt	nt	-4	-0.9
28	COc1ccccc1N/N=C(\C#N)C(=N)N1CCOCC1	9	6	nt	0.3
29	O=[N+]([O-])c1ccc(Sc2nc3ccccc3o2)c([N+](=O)[O-])c1	1	0	-74	nt
30	CC1CCCN(C(=O)COc2ccc3c(c2)OCO3)C1 (configuration not stated)	2	-1	nt	0.2
31	CCC(=O)NC[C@@H]1N[C@@H](CO)[C@H]1c1ccc(C2=CCCC2)cc1	nt	nt	-9	0.1
32	Cn1nnnc1SCC(=O)Nc1nc2c(F)c(F)c(F)cc2s1	-5	-1	-12	0.4

no.	LGR2 inh	Cneo AK release	PGC1a acetyl inh	S100A4 inh HTS
25	-16	-10	9	-112
26	0	-1	nt	3
27	7	2	-11	nt
28	7	nt	nt	8
29	97*	7	-21	7
30	-15	-3	-2	-12
31	-17	-1	-1	nt
32	-8	-1	27	5

(next part)
no.	Molecule	SIRT5 block	ERAP1 HTS inh	C2C12 statin	XiGFP reactiv
33	CS(=O)(=O)c1ccc(C(=O)Nc2ccccc2N2CCOCC2)c(Cl)c1	-3	4	nt	0.0
34	O=C(CSc1ccc(-c2ccccn2)nn1)Nc1ccccc1	-1	4	nt	0.1
35	CCN(C(=O)CN1C(=O)c2ccc([N+](=O)[O-])cc2C1=O)C1CCS(=O)(=O)C1 (configuration not stated)	1	1	6	-0.1
36	COC(C[C@H](O)C[C@@H](O)[C@@H](C)OCc1ccccc1)OC	-8	0	-1	0.0
37	CCC(=O)N1C[C@@H](C)[C@@H](OC)CN(C)C(=O)c2ccc(NC(=O)Nc3cccc(F)c3)cc2OC[C@H]1C	4	1	2	0.2
38	CCSc1nnc(NC(=O)CSC2=NCCS2)s1	1	-1	nt	0.2
39	COCCOC(=O)c1[nH]c2c(c1C)C(=O)CC(c1cccs1)C2 (configuration not stated)	-1	-2	nt	0.2
40	COC(=O)C1Cc2ccccc2CN1C(=O)CCl (configuration not stated)	6	-3	nt	-0.2

no.	LGR2 inh	Cneo AK release	PGC1a acetyl inh	S100A4 inh HTS
33	25	nt	9	-2
34	-3	-1	-6	-3
35	26	18	-2	2
36	19	0	nt	-2
37	-7	-2	-3	-16
38	19	nt	94*	2
39	-2	nt	2	-1
40	-7	nt	-14	-3

Another view of part of the listing above.
20	CC(C)(C)C(=O)Nc1sc2c(c1C(=O)Nc1ccccn1)CCCC2
21	CO[C@H]1CN(C)C(=O)c2ccc(NS(=O)(=O)c3ccccc3)cc2OC[C@@H](C)N(C)C[C@@H]1C
22	COc1ccc(NC(=O)/C(C#N)=C/c2cccnc2)c(OC)c1
23	Cc1cccc(S(=O)(=O)NC(=O)C2(C)CCN2C(=O)C2(c3ccc(Cl)cc3)CCC2)c1 (configuration not stated)
24	CC(C)c1ccc(NC(=O)Nc2nnc([C@@H]3C[C@H](O)[C@@H](CO)O3)s2)cc1
Screen / compound no.	20	21	22	23	24
SIRT5 block	18*	nt	3	nt	-4
ERAP1 HTS inh	-2	nt	-1	2	7
C2C12 statin	3	3	-5	20	-4
XiGFP reactiv	0.0	0.3	0.2	0.1	0.0
LGR2 inh	9	9	-12	9	21
Cneo AK release	2	nt	12	-1	-5
PGC1a acetyl inh	0	2	nt	10	nt
S100A4 inh HTS	7	nt	7	1	-4

(further entries)
no.	Molecule	SIRT5 block	ERAP1 HTS inh	C2C12 statin	XiGFP reactiv
41	CO[C@@H]1CN(C)C(=O)c2cc(NC(=O)C3CC3)ccc2OC[C@@H](C)NC[C@H]1C	2	-5	5	-0.2
42	NS(=O)(=O)c1cccc(NC(=O)CSc2ccccn2)c1	nt	nt	7	nt
43	COc1cc2c(cc1OC)/C(=C/C(=O)c1ccc(NC(C)=O)cc1)NCC2	-4	6	-8	0.0
44	CC(NC(=O)Nc1ccc(F)cc1)C(c1cccs1)N1CCCC1 (configuration not stated)	nt	3	nt	0.0
45	CC(C)c1ccc([N+](=O)[O-])cc1S(=O)(=O)N1CCN(C)CC1	-2	1	-2	0.3
46	C/C=C/c1cccc(-c2nc(C(=O)NCCC)cc3c2[C@H](CCO)N([S@@](=O)C(C)(C)C)C3)c1	2	-4	nt	-0.1
47	O=C(O)C1=C[C@@H](c2ccc3c(c2)Cc2ccccc2-3)C[C@@H](OCCCCO)O1	-6	2	nt	nt
48	CC[C@@]1(C(=O)OC)N[C@H](CN(C)C(=O)C2CCCCC2)[C@@H]2C(=O)N(Cc3ccccc3)C(=O)[C@@H]21	nt	-1	0	0.0
49	Cn1c(=O)[nH]c(=O)c2c1nc(N1CCN(CCO)CC1)n2Cc1ccccc1	-7	-1	0	0.0
50	O=C(NCc1ccccc1)c1ccccc1	0	-4	-1	nt

no.	LGR2 inh	Cneo AK release	PGC1a acetyl inh	S100A4 inh HTS
41	14	-37	6	-3
42	-22	-2	?	nt
43	-18	-1	8	13
44	0	5	2	3
45	-2	-2	5	4
46	7	nt	3	-16
47	nt	-4	nt	0
48	2	0	nt	-2
49	-17	0	nt	-6
50	-14	17	1	-1

Source: PubChem BioAssay (Broad Institute)

The list is partial (hit frequency here may not be typical).
